Source: PubChem BioAssay (several laboratories)
LYP inhibition: inhibitors of LYP phosphatase, biochemical, fluorescence intensity, uHTS (AID 1779); 290,000 compounds, 0.054% hits; Tyrosine-protein phosphatase non-receptor type 22 (Homo sapiens); recombinant LYP phosphatase, fluorescence intensity; higher % means a stronger effect; inhibition, % at 11.5 µM; hits with a dose series show IC50 in µM; in the data active means inhibition above about 50%;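 further: plate controls were vehicle with enzyme for no effect and no enzyme for full effect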
HIV fusion peptide: inhibitors of HIV fusion peptide binding, primary screen, biochemical, uHTS, fluorescence dequenching (AID 1986); one-dose inhibition, % at 20 µM; IC50 in µM for titrated hits; 290,000 compounds, 0.3% hits; cell-free peptide binding, fluorescence dequenching, 30 min; higher % means a stronger effect; in the data active means inhibition mostly above about 52%, no sharp cut-off; inactive means mostly below about 76%; further: some results filed as inactive read as strong as hits
AID2073: inhibitors of Mint1-CaV2.2 protein interaction, biochemical, HTRF (AID 2073). Voltage-dependent N-type calcium channel subunit alpha-1B (Homo sapiens). HTRF protein-protein interaction, Mint1-CaV2.2; higher % means a stronger effect. inhibition, % at 20 µM; hits with a dose series show IC50 in µM. 290,000 compounds, 0.19% hits; in the data active means inhibition mostly above about 51%, no sharp cut-off; inconclusive means no clear call, values can overlap the other calls; inactive means mostly below about 53%; further: some results filed as inactive read as strong as hits
RSV CPE inhibition: RSV antiviral activity via CPE protection, HEp-2 cells, primary 10 µM value included (AID 2391). HEp-2 cells, RSV-induced CPE inhibition; higher % means a stronger effect. CPE inhibition, % at 10 µM, or IC50 in µM where a hit was titrated. 310,000 compounds, 0.13% hits; in the data active means a potency from the dose series; inconclusive means CPE inhibition mostly from about 23% at the one dose, without a potency; inactive means the rest, 99 in 100 with CPE inhibition below about 21%; further: strong numbers were not always called active
MgcRacGAP inhibition: MgcRacGAP GTPase-activating activity inhibitors, confirmation, biochemical, ADP Hunter fluorescence | MgcRacGAP-stimulated Rac1 GTP hydrolysis, ADP Hunter fluorescence; higher % means a stronger effect; GST-tagged Rac1 F28L mutant substrate | inhibition, % at 30 µM; hits with a dose series show IC50 in µM | 340,000 compounds, 0.6% hits;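 active means first-screen hits whose inhibition reached a set limit at any dose in the follow-up dose series; inconclusive means inhibition above the set first-screen limit but never retested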;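 further: fluorescence reports GDP produced by GAP-driven GTP hydrolysis; strong numbers were not always called active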
SIAH1 antagonists: Siah-1 peptide-binding antagonists, primary screen, biochemical, fluorescence polarization, rhodamine-plectin, uHTS (AID 1817). E3 ubiquitin-protein ligase SIAH1 (Homo sapiens). Siah-1 / rhodamine-plectin peptide fluorescence polarization; higher % means a stronger effect. one-dose displacement, % at 20 µM; IC50 in µM for titrated hits. 290,000 compounds, 0.02% hits;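 active means displacement of at least 50% at 20 µM, with a fluorescence ratio check between 0.3 and a set limit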;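 further: plate controls were Siah plus tracer with DMSO for no effect and tracer alone without Siah for full effect; strong numbers were not always called active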
Dengue-2 NS5 capping: Dengue-2 NS5 methyltransferase inhibitors, primary screen, biochemical, confirmation dose response (AID 588689). Genome polyprotein (Dengue virus type 2 (strain 16681-PDK53)). Dengue-2 NS5 methyltransferase capping enzyme assay, biochemical; higher % means a stronger effect. inhibition, % at 25 µM; hits with a dose series show IC50 in µM. 340,000 compounds, 0.3% hits; in the data active means a potency from the dose series; inconclusive means inhibition above about 29% without an active follow-up result
XIAP antagonists: XIAP antagonists, biochemical, IAP family, fluorescence polarization (AID 1018) | E3 ubiquitin-protein ligase XIAP (Homo sapiens) | XIAP BIR domain, fluorescence polarization peptide displacement; higher % means a stronger effect | one-dose displacement, % at 20 µM; IC50 in µM for titrated hits | 200,000 compounds, 0.007% hits; in the data active means displacement above about 50%; further: a part of the inactive calls stands beside numbers as strong as those of hits
SV40 large T antigen: SV40 large T antigen inhibitors, biochemical (AID 1903) | SV40 large T antigen ATPase/helicase inhibition assay; higher % means a stronger effect | one-dose inhibition, % at 20 µM; IC50 in µM for titrated hits | 310,000 compounds, 0.39% hits; in the data active means a potency from the dose series; inconclusive means inhibition mostly from about 32% at the one dose, without a potency; inactive means the rest, 99 in 100 with inhibition below about 32%; further: strong numbers were not always called active
Dengue-2 NS5 capping pilot replicate: recorded beside Dengue-2 NS5 capping, whose call it bears; inhibition, %; measured here: pilot screen replicate inhibition
The depositor's hits bear a star; u = inconclusive; x = not tested or not shown.

SMILES | LYP inhibition | HIV fusion peptide | AID2073 | RSV CPE inhibition | MgcRacGAP inhibition | SIAH1 antagonists | Dengue-2 NS5 capping | XIAP antagonists | SV40 large T antigen | others
CN(C(=O)COc1ccccc1C(=O)NCCOc1ccccc1)c1ccccc1 | 0% | 2.1% | 5% | 4.4% | 6% | 13% | -2% | -5.8% | 8%
O=C(O)C1CCCCC1C(=O)Nc1cccc(C(=O)N2CCCCC2)c1 (configuration not stated) | -3% | -1.8% | 12% | 0.0% | 4% | 0% | 1% | -1.4% | 1%
Cc1ccccc1Nc1nc(N)nc(CSc2nc3ccccc3s2)n1 | -4% | 5.8% | 11% | 7.3% | 8% | 1% | -5% | 0.5% | 12%
Cn1c(SCC(=O)NC2CCCC2)nc2c(c1=O)SCC2 | -4% | -1.1% | 1% | 2.1% | 5% | 3% | 1% | x | 11%
CC(C)CNC(=O)C(=O)NNC(=O)c1ccco1 | -8% | -0.1% | 8% | 0.8% | x | 4% | x | -3.6% | 6%
Cc1cccc(OCc2nnc(SCc3nc4cc(C(F)(F)F)ccc4c(=O)[nH]3)o2)c1 | -1% | 2.9% | 5% | -0.2% | 5% | 6% | -19% | -20% | 10%
O=C(OCC(=O)N1CCN(c2ccccc2)CC1)c1cnc(Cl)c(Cl)c1 | -6% | 0.2% | -4% | -1.4% | x | -5% | x | -9.3% | 10%
Cc1ccc(/C(=N/Nc2ncnc3ccccc23)C(=O)O)cc1 | -10% | -2.9% | 7% | -0.4% | 7% | -5% | -3% | x | 22%
CC(C)=CC(=O)N1CCC(N2CCC(C(=O)NCC3CCCO3)CC2)CC1 (configuration not stated) | -9% | 3.9% | 17% | 0.5% | 4% | 2% | -1% | x | 23%
Cc1occc1C(=O)Nc1cccc(C(=O)O)c1 | -6% | -1.5% | -4% | -0.3% | 5% | 0% | 3% | -0.5% | 23%
COCCNC(=O)Cn1cnc2ccc(S(=O)(=O)N3CCC(C)CC3)cc2c1=O | -10% | -0.7% | -4% | 0.6% | -1% | -5% | 2% | -4.5% | 15%
Cc1cccc(S(=O)(=O)C(C#N)c2nc3ccccc3nc2N2CCCC2)c1 (configuration not stated) | -7% | 49% | 9% | 7.4% | 15% | 9% | 10% | -6.9% | 11%
CC(=O)N/C(=C\c1ccccc1)C(=O)OCC(=O)N1CCCCCC1 | -10% | 2.3% | 2% | 2.9% | -4% | -5% | -12% | -5.0% | -1%
Oc1ccc(/C=N/N2CCN(Cc3ccccc3)CC2)cc1 | -8% | -1.4% | -3% | 0.2% | u | 11% | -7% | x | u
Cc1cc(C)c(OCCCCNCc2ccccc2)c(Cl)c1 | -7% | 0.4% | -12% | 0.8% | 92µM* | 0% | -1% | -4.0% | 10% | Dengue-2 NS5 capping pilot replicate=-4.1
CCOC(=O)N1CCN(C(=O)COc2ccc3c(c2)C(=O)CC(C)(C)O3)CC1 | -12% | 2.6% | 21% | 1.7% | 8% | -4% | 3% | -3.5% | 12%
CCc1ccc(NC(=O)C2C3/C=C\CCCCC32)cc1 (configuration not stated) | 0% | -0.9% | 8% | 1.9% | 1% | 17% | 5% | -11% | 3%
Cc1cc(C)c(S(=O)(=O)N2CCN(c3ccc([N+](=O)[O-])c(-n4nc(C)cc4C)c3)CC2)c(C)c1 | 0% | -2.1% | 8% | 5.2% | 8% | -3% | -2% | -2.6% | 1%
COc1ccc(-c2cc(O)cc(O)c2)cc1 | 4% | -2.2% | 3% | 3.9% | 15% | 1% | -1% | -2.6% | 34%
O=C(Nc1ccnn1C1CCN(C/C=C/c2ccccc2)CC1)c1ccccc1 | -2% | 1.6% | -1% | 0.3% | 11% | -1% | -4% | x | 15%
CC1=NN(C(=O)CCc2ccc3c(c2)OCO3)C(O)(C(F)(F)F)C1 (configuration not stated) | -5% | -2.8% | 11% | 0.8% | 9% | 4% | 0% | -5.4% | 1%
Cc1cccc(-n2c(N)cc(=O)nc2SC(C)C(=O)NC2CCCCC2)c1 (configuration not stated) | 0% | 9.3% | 43% | x | x | 0% | x | -6.0% | 0%
C/C(=N\Nc1ccccc1)c1cccc(N)c1 | -9% | 0.8% | 5% | 8.4% | -9% | 12% | x | x | 11%
Cc1ccccc1OCCSCc1nc2ccccc2[nH]1 | -6% | -1.7% | 4% | 0.9% | 8% | -1% | -1% | -3.1% | 9%
O=S(=O)(c1ccc(F)cc1)n1ccc2cccnc21 | -3% | -1.4% | 5% | -0.8% | 7% | 10% | -5% | -2.6% | x

The list goes on; it opens with the 3 that closed the last part.
SMILES | LYP inhibition | HIV fusion peptide | AID2073 | RSV CPE inhibition | MgcRacGAP inhibition | SIAH1 antagonists | Dengue-2 NS5 capping | XIAP antagonists | SV40 large T antigen | others
C/C(=N\Nc1ccccc1)c1cccc(N)c1 | -9% | 0.8% | 5% | 8.4% | -9% | 12% | x | x | 11%
Cc1ccccc1OCCSCc1nc2ccccc2[nH]1 | -6% | -1.7% | 4% | 0.9% | 8% | -1% | -1% | -3.1% | 9%
O=S(=O)(c1ccc(F)cc1)n1ccc2cccnc21 | -3% | -1.4% | 5% | -0.8% | 7% | 10% | -5% | -2.6% | x
O=C(Nc1nccs1)c1cc(-c2ccccc2)nc2ccccc12 | 0% | 1.1% | 15% | u | 9% | 6% | 5% | -9.9% | 4%
Cc1ncoc1C(=O)N1CCCC(C(=O)c2ccc(C(F)(F)F)cc2)C1 (configuration not stated) | -10% | 1.1% | 5% | 0.2% | 6% | -4% | 1% | -1.8% | 20%
COC(=O)c1ccc(CN2CCC(CO)(Cc3cccc(OC)c3)CC2)cc1 | -5% | 1.4% | 4% | 0.8% | 0% | -3% | 9% | -0.5% | 3%
COCCN1CCCC(CNCc2cn(C)nc2-c2ccc(Oc3ccccc3)cc2)C1 (configuration not stated) | 0% | -0.3% | 4% | -3.2% | 6% | -4% | -2% | -5.0% | 12%
O=C(C[n+]1ccc(C(=O)N/N=C/c2ccc(O)cc2)cc1)c1ccccc1 | -4% | -1.0% | -8% | 3.2% | 10% | -4% | -12% | -2.5% | 28%
COc1ccc(-c2cc(C(=O)NCc3ccc(Cl)cc3)no2)cc1OC | -2% | 4.9% | -2% | -0.4% | -4% | 3% | -6% | -2.9% | 0%
O=C(c1ccc(Cl)cc1)C(Cn1cncn1)C(Sc1ccccc1)c1ccccc1 (configuration not stated) | 1% | -2.1% | -14% | 4.0% | 10% | -1% | 3% | -20% | 17%
Cc1ccc(-c2nc3c4ccccc4ccn3c2CN2CCCCC2)cc1 | -9% | -3.1% | 15% | 0.8% | 11% | 0% | 6% | x | 7%
CCOC(=O)CC1C(=O)NCCN1S(=O)(=O)c1cc(Cl)c(Cl)cc1Cl (configuration not stated) | -7% | 3.0% | 8% | 1.0% | 11% | -3% | -7% | -2.5% | 9%
CCN1CCN(CCCNC(=O)c2cc3c(=O)[nH]c4ccccc4c3s2)CC1 | -4% | 0.9% | 7% | -1.0% | 14% | -1% | 0% | 3.6% | 9%
CC(C)CCSc1cc(NCCO)c([N+](=O)[O-])c2nonc12 | -3% | -3.3% | -8% | 17% | 8% | 2% | -1% | -20% | 0%
COc1ccc(NC(=O)C2(S(=O)(=O)c3ccc(C)cc3)CC2)cc1 | -2% | -1.1% | 13% | 2.1% | 7% | 4% | 1% | x | 10%
O=C(Nc1ccc(-c2cn3ccsc3n2)cc1)C1CC1 | -2% | -1.8% | -4% | 0.6% | -2% | -4% | -4% | -3.0% | -3%
Cc1ccc(S(=O)(=O)Oc2ccc(/C=C3/N=C(c4ccccc4)OC3=O)cc2)cc1 | -6% | 4.8% | -4% | 0.4% | 0% | -4% | 1% | -8.9% | 7%
CN(C)c1ccc(C(=O)/C=C/c2ccco2)cc1 | 8% | 40% | 57% | 0.5% | 8% | 42% | 2% | -1.1% | 7%
Cc1ccc(NC(=O)CN2CCCCC2)c2c1CC(C)(C)O2 | -3% | -1.8% | -6% | 2.1% | 5% | -7% | -3% | -2.1% | 8%
CCCn1c(SCC(=O)Nc2nc(-c3ccc(OC)cc3)cs2)nc2c1c(=O)n(C)c(=O)n2C | 4% | 3.2% | 4% | 0.9% | 4% | 5% | -4% | -8.0% | 1%
CC(=O)Oc1ccc(-c2csc(Nc3ccc(S(N)(=O)=O)cc3)n2)cc1 | 1% | -0.8% | 4% | 0.8% | 23% | 1% | -9% | -7.6% | 12%
Cc1noc(C)c1CSc1nc2ccccc2n1CCc1ccccc1 | 3% | 0.4% | -16% | 0.4% | 5% | 0% | -9% | -4.7% | 5%
O=C(NCC(c1cccnc1)N1CCOCC1)NC1CCCCC1 (configuration not stated) | 0% | -1.8% | -9% | 1.7% | 2% | -5% | x | -11% | 10%
CCN(C(=O)c1cccnc1)c1ccccc1 | -4% | 0.5% | 4% | 0.8% | 3% | -1% | -1% | -6.4% | -9%
COc1ccc(NS(=O)(=O)c2cccc(NC(=O)CNC(C)=O)c2)cc1 | -8% | 0.6% | -2% | 1.7% | 11% | 6% | 2% | x | 10%
O=C(CCN1C(=O)C2CCCCC2C1=O)NNC(=O)c1cccc(Cl)c1 (configuration not stated) | -6% | 0.9% | -4% | 1.0% | 8% | -4% | -1% | -7.8% | 8%
CCCn1c(=O)c2[nH]c(C3CCCC3)nc2n(CCC)c1=O | -5% | -1.1% | -6% | -0.3% | 4% | -1% | -2% | -3.4% | 7%
Cc1cc(C(=O)NCC(C)C)c2ccccc2n1 | -10% | 0.9% | -2% | 0.0% | 6% | -4% | 0% | -8.1% | 1%
Next records follow.
SMILES | LYP inhibition | HIV fusion peptide | AID2073 | RSV CPE inhibition | MgcRacGAP inhibition | SIAH1 antagonists | Dengue-2 NS5 capping | XIAP antagonists | SV40 large T antigen | others
Cc1ccccc1C(OCCN(C(C)C)C(C)C)c1ccccc1 (configuration not stated) | 2% | 0.6% | 1% | -0.1% | 9% | 3% | -7% | -4.6% | -1%
Cc1ccnc(NCc2cccc3ccccc23)c1 | -5% | 0.5% | -1% | 18% | 8% | 4% | -5% | x | 9% | Dengue-2 NS5 capping pilot replicate=-2.7
COc1ccc(C(=O)Nc2cccc3ccccc23)cc1 | -7% | 1.7% | 2% | -2.0% | 11% | 3% | -5% | x | 16%
CCOc1ccc(S(=O)(=O)N(C)CC(=O)NCc2ccco2)cc1 | -8% | -0.1% | 0% | 0.0% | 4% | -6% | -9% | x | 5%
CCn1c(CCC(=O)Nc2cc(F)ccc2C)nc2cc(S(=O)(=O)N(C)C)ccc21 | -8% | -3.2% | 4% | 0.9% | 3% | 3% | -2% | -0.5% | 10%
Cc1ccc(C)c(OCC(O)CN2CCC(CN3C(=O)c4cccc5cccc(c45)C3=O)CC2)c1 (configuration not stated) | 6% | 2.9% | 4% | 8.7% | 5% | 2% | -4% | -4.0% | 7%
